APP 5UTR inh – APP translation inhibition | SH-SY5Y APP 5'UTR-luciferase reporter, luminescence | inhibition, % at 2 µM | 190,000 compounds, 0.82% hits;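 active = inhibition above a set limit, derived from the sample mean plus 3 SD, cut at about 45% in these data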; also: values of inactives mirror those of a sister screen read the other way
STAT3 activator – increases IL-6 driven STAT3 reporter signal; 190,000 compounds, 0.91% hits; AID 871; activation (% of control), % at 5.6 µM; U3A cells, IL-6 STAT3-luciferase reporter, luminescence; 100% = signal with IL-6 EC80 alone;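 active = activation above the screen-wide mean of compound activation plus 3 SD, cut at about 130% in these data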;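 also: 0% = background luminescence of wells with medium and substrate only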
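Material: human U3A cells carrying STAT3-luciferase construct. Measured by: reporter luminescence signal. Timing: compound 1 h, then IL-6 6 h at 37 °C.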
STAT1 act – increases IFN-gamma driven STAT1 reporter signal; NIH 3T3 STAT1-luciferase reporter, luminescence; 100% = IFN-gamma alone, no compound; activation (% of control), % at 5.5 µM; 200,000 compounds, 2.6% hits; AID 932;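 active = activation above the screen-wide mean activation plus 3 SD, cut at about 130% in these data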;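 also: raw ratio to IFN-gamma control signal so 100% means no change and 0% no light; values of inactives mirror those of a sister screen read the other way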
Diaphorase act – counter-screen for diaphorase-based assays: diaphorase activators and chemical reducers. Diaphorase/resazurin coupled assay, resorufin fluorescence, 16 min; stronger effect = higher value; 1 = vehicle wells, 0 = NADH-free wells. activation factor at 20 µM. 190,000 compounds, 0.005% hits. AID 1229;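 active = diaphorase activity raised at least twofold by the compound at 20 µM; inactive = activation factor below 2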
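Material: bacterial diaphorase enzyme (C. kluyveri); amount: enzyme 0.07 U/mL final; reagent: NADH substrate 0.114 mM plus resazurin dye 0.1 mM, final; doses: single compound dose of 20 µM, 1% DMSO final; timing: 16 min enzyme reaction, ambient temperature; measured by: fluorescence of resorufin, 544 nm excitation, 590 nm emission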
Hsp70 activator – switches on Hsp70 transcription; HeLa Hsp70 promoter luciferase reporter, luminescence; scaled: vehicle 0, proteasome-inhibitor control 100%; activation, % at 10 µM; 200,000 compounds, 0.04% hits;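 active = activation above the mean across all tested compounds plus 3 SD, cutoff set per campaign, cut at about 5.5% in these data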;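 also: 100% = MG132 at 30 µM as the positive control and 0% = DMSO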
TLR4-MyD88 BLA – inhibitors of human TLR4-MyD88 binding; AID 861; HeLa CL3-4 TLR4/MyD88 BLA complementation, FRET ratio; O00206+Q99836; inhibition, % at 8.4 µM; 200,000 compounds, 0.18% hits; in the data active = inhibition above about 25%;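 also: 0% = vehicle and 100% = reference inhibitor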
Target sequence (O00206 whole entry, looked up): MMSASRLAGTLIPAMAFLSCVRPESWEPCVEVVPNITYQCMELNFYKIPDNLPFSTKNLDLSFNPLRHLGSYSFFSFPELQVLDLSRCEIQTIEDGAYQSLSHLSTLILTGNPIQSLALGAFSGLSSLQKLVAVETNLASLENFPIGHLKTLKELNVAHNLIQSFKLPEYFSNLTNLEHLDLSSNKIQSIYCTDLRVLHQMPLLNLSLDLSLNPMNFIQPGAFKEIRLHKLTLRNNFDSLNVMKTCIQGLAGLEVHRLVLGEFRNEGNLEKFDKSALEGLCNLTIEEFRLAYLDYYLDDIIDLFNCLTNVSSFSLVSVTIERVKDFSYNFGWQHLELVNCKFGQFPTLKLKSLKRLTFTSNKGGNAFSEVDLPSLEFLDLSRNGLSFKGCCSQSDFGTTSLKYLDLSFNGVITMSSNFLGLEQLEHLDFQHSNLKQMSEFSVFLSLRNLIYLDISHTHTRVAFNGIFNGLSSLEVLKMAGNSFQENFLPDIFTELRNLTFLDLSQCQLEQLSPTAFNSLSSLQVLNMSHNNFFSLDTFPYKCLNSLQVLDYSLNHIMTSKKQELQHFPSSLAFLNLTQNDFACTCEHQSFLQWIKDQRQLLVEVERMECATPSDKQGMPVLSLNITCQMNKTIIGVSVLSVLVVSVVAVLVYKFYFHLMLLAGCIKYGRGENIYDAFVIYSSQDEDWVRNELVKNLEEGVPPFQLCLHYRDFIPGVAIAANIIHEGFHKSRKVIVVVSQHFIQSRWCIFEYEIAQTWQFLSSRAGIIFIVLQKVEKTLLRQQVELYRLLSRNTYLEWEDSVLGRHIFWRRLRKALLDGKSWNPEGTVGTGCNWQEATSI
Target sequence (Q99836 whole entry, looked up): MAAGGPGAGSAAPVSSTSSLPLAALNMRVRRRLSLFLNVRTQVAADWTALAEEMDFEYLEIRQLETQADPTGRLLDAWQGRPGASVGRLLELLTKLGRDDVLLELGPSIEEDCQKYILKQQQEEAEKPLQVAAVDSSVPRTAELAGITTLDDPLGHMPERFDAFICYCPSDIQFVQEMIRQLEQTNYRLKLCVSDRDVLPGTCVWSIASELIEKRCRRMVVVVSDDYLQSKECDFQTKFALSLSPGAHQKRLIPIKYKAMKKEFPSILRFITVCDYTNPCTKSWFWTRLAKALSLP
STAT3 blocker – inhibitors of IL-6 induced STAT3 signaling; U3A cells, IL-6 STAT3-luciferase reporter, luminescence; host cell line lacks STAT1; inhibition, % at 5.5 µM; 190,000 compounds, 0.89% hits; AID 862;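 active = inhibition above the mean inhibition across all screened compounds plus 3 SD, cut at about 44% in these data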;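 also: 0% = DMSO only wells and 100% = 100 µM nifuroxazide control wells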
G6PDH counter – L. mesenteroides G6PDH inhibition counter-screen. Purified L. mesenteroides G6PDH, diaphorase/resazurin coupled fluorescence, 45 min. inhibition, % at 5 µM. 200,000 compounds, 0.12% hits. AID 1020; in the data active = inhibition above about 50%
STAT1 inh – reduces IFN-gamma driven STAT1 reporter signal. NIH 3T3 STAT1-luciferase reporter, luminescence. inhibition, % at 5.5 µM. 200,000 compounds, 0.35% hits;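 active = inhibition above a set limit, the mean inhibition across all tested compounds plus 3 SD, cut at about 34% in these data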;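 also: 0% = IFN-gamma with DMSO and 100% = IFN-gamma with 300 µM nifuroxazide; values of inactives mirror those of a sister screen read the other way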
Diaphorase inh – diaphorase inhibition or chemical oxidation counter-screen. diaphorase resazurin-to-resorufin fluorescence, NADH, 16 min; bacterial (C. kluyveri) enzyme, not human. inhibition, % at 20 µM. 190,000 compounds, 0.69% hits. AID 1217;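 active = primary screen inhibition at 20 µM above a set limit, cut at about 50% in these data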;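 also: plate controls were DMSO with full reaction for no effect and wells lacking NADH for full effect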
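Benchmarks: positive control wells lacking NADH, neutral wells with DMSO only. System: bacterial diaphorase enzyme (C. kluyveri). Input: 0.14 U/mL diaphorase, enzyme working solution. Detection: resorufin fluorescence, excitation 544 nm, emission 590 nm. Times: 16-min room-temperature incubation before reading.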
An asterisk follows results filed as active; · = no result given.

entry	SMILES	APP 5UTR inh	STAT3 activator	STAT1 act	Diaphorase act	Hsp70 activator	TLR4-MyD88 BLA	STAT3 blocker	G6PDH counter	STAT1 inh	Diaphorase inh
1	O=C(CC1C(=O)NCCN1C/C=C/c1ccccc1)NCCc1ccncc1 (configuration not stated)	3	101	80	1.1	-0.2	-9	-2	8	22	-5
2	O=C(COc1ccccc1)Nc1ncc2c(n1)CCCC2=O	15	100	99	0.9	-0.1	-9	5	0	1	10
3	O=C(CNC(=O)c1cccs1)NCC(=O)OCc1ccc(Cl)cc1	3	107	92	0.9	0.7	17	3	0	9	14
4	CCOc1ccc(CCNC(=O)CCS(=O)(=O)c2ccc(OC)cc2)cc1OCC	11	104	95	1	-0.2	1	-2	0	3	0
5	N#Cc1cnc2sc3ccccc3n2c1=N	7	104	130*	0.9	0.2	7	4	-3	-33	10
6	O=C(CNC(=O)c1ccc(S(=O)(=O)N2CCCC2)cc1)N/N=C/c1c(Cl)cccc1Cl	-9	97	105	0.9	-0.2	-11	1	-1	-3	6
7	CCOCCCNC(=O)C1CCN(S(=O)(=O)c2ccc(C)cc2)CC1	19	102	101	0.9	-0.1	8	2	-7	-4	5
8	C=CCn1c(SCC(=O)Nc2nnc(C)s2)nnc1-c1cccnc1	-8	95	92	1.1	-0.3	-5	10	7	7	-8
9	CCOC(=O)N1CCC(N2C(=O)c3ccccc3C2Nc2ccc(S(=O)(=O)N3CCCCC3)cc2)CC1 (configuration not stated)	-1	94	101	0.8	-0.1	-7	13	-1	-2	17
10	O=C(/C=C/c1cc([N+](=O)[O-])ccc1OC(F)F)Nc1cccc(OC(F)F)c1	3	93	99	0.8	-0.4	4	4	-22	1	15

Other entries follow:
entry	SMILES	APP 5UTR inh	STAT3 activator	STAT1 act	Diaphorase act	Hsp70 activator	TLR4-MyD88 BLA	STAT3 blocker	G6PDH counter	STAT1 inh	Diaphorase inh
11	COc1ccc(OC)c(NC(=O)CNC(=O)c2ccc([N+](=O)[O-])cc2)c1	17	92	94	0.9	-0.1	-6	12	5	4	10
12	COc1ccc(C(=O)COC(=O)CN2C(=O)C3C4C=CC(C4)C3C2=O)cc1 (configuration not stated)	16	111	105	0.9	-0.2	-14	-10	-1	-5	6
13	O=C(Nc1ccc(F)cc1)c1csc(Cc2ccccc2)n1	-32	101	124	0.8	-0.1	8	5	0	-26	15
14	Cc1cccn2cc(CNC(=O)c3ccc(Br)o3)nc12	12	·	98	1.1	-0.1	3	·	9	1	-12
15	CCC(=O)NC1(C(F)(F)F)C(=O)Nc2c1c(=O)[nH]c(=O)n2Cc1ccco1 (configuration not stated)	0	96	105	1.1	0.1	6	7	0	-6	-8
16	CCN1CCN(C(=O)c2cc3cc4cc(OC)ccc4nc3s2)CC1	-10	99	107	1	-0.3	11	7	9	-6	0
17	Cc1nn(Cc2ccc([N+](=O)[O-])cc2)c(=O)n1-c1ccc(F)cc1	·	100	105	0.8	-0.3	6	6	-8	-6	18
18	COC(=O)c1ccccc1NC(=O)CN1CCC(C)CC1	-14	99	95	0.8	0.2	-7	1	17	6	21
19	NC1=NC(=O)/C(=C/c2cn(Cc3ccccc3)c3ccccc23)S1	-21	98	102	1	-0.2	1	-2	-19	-3	-3
20	O=C(c1ccc(O)cc1)c1ccc(C(=O)c2ccc(O)cc2)cc1	1	93	100	0.8	-0.3	-2	15	7	0	19

(continued)
entry	SMILES	APP 5UTR inh	STAT3 activator	STAT1 act	Diaphorase act	Hsp70 activator	TLR4-MyD88 BLA	STAT3 blocker	G6PDH counter	STAT1 inh	Diaphorase inh
21	O=C(c1ccc(C(=O)N2CCCc3ccccc32)s1)N1CCCc2ccccc21	-8	84	104	0.8	0.1	2	20	12	-4	18
22	Nc1nc(SCC(=O)NCc2ccc(F)cc2)[nH]c(=O)c1NC(=O)c1ccc(Cl)cc1	-9	93	90	1	-0.2	-21	6	1	11	-4
23	CC1CN(S(=O)(=O)c2cccc(C(=O)NN3CCN(C)CC3)c2)CC(C)O1 (configuration not stated)	1	91	95	0.9	-0.5	-1	10	-4	5	6
24	CC(C)=CC[N+]1(C)CCCCC1	-8	94	99	0.9	-0.2	-3	6	25	1	10
25	Cc1ccc(S(=O)(=O)N[C@H](C(=O)N2CCC(C(=O)N3CCC[C@H]3C(=O)O)CC2)C(C)C)cc1	4	102	86	1	-0.2	1	2	4	15	4
26	COc1ccc(-n2ncc3c(NC(C)C)ncnc32)cc1	-151	55	151*	1	-0.1	12	56*	-5	-56	4
27	CSc1cccc(NC(=S)N(Cc2ccc(C)cc2)Cc2cccnc2)c1	-7	94	110	0.8	-0.2	7	18	1	-11	24
28	C(=N\N1CCN(Cc2ccccc2)CC1)/c1cccs1	-32	95	103	0.9	-0.1	5	16	-29	-4	9
29	O=C1c2ccccc2C(Nc2ccc(S(=O)(=O)N3CCCCC3)cc2)N1Cc1ccco1 (configuration not stated)	-9	106	104	0.8	-0.1	10	-2	0	-4	22
30	O=C1c2ccccc2NC2(CCCCC2)N1c1ccc(O)cc1	-11	97	110	0.8	0.0	2	8	-1	-8	24

Later entries.
entry	SMILES	APP 5UTR inh	STAT3 activator	STAT1 act	Diaphorase act	Hsp70 activator	TLR4-MyD88 BLA	STAT3 blocker	G6PDH counter	STAT1 inh	Diaphorase inh
31	O=C(/C=C/c1ccco1)N/C(=C\c1ccco1)C(=O)NCCc1nc2ccccc2[nH]1	10	116	105	1	-0.2	2	-18	2	-6	0
32	Cc1ccc(Cl)cc1N1CCN(C(=O)c2cc3c(=O)[nH]c4ccccc4c3n2C)CC1	14	105	99	0.9	-0.5	6	-2	2	2	6
33	O=C(CNC(=O)C1CCCCC1)OCn1nnc2ccccc2c1=O	-10	97	104	1	0.0	-7	3	13	-4	3
34	CC1CCCC(C)N1C(=O)COc1ccc(-c2nnco2)cc1 (configuration not stated)	-16	102	99	0.9	-0.4	-9	3	4	1	8
35	COc1ccc(CCNC(=O)c2sc3ccccc3c2Cl)cc1OC	-2	103	100	0.8	-0.2	2	-8	-19	0	17
36	O=C(NC(=S)N1CCCCCC1)C1CC1	-5	93	93	0.8	-0.3	4	11	-6	8	19
37	N#Cc1cc([N+](=O)[O-])ccc1N1CCCC1	0	99	105	1	-0.2	-1	6	-2	-6	3
38	CCOC(=O)NC(=O)CN1C(=O)NC(C)(c2ccccc2)C1=O (configuration not stated)	7	117	106	1	-0.2	-1	-15	1	-6	-2
39	COc1ccc(Cl)cc1NC(=O)C1CC(=O)N(c2ccc(F)cc2)C1 (configuration not stated)	-8	88	101	0.9	-0.4	16	18	-13	-1	14
40	CCCNC(=O)c1cccc(Cn2cc(Br)c([N+](=O)[O-])n2)c1	-13	106	85	1	-0.3	-19	-2	3	16	4

An excerpt from above in order of formula weight, ascending.
entry	SMILES	APP 5UTR inh	STAT3 activator	STAT1 act	Diaphorase act	Hsp70 activator	TLR4-MyD88 BLA	STAT3 blocker	G6PDH counter	STAT1 inh	Diaphorase inh
36	O=C(NC(=S)N1CCCCCC1)C1CC1	-5	93	93	0.8	-0.3	4	11	-6	8	19
28	C(=N\N1CCN(Cc2ccccc2)CC1)/c1cccs1	-32	95	103	0.9	-0.1	5	16	-29	-4	9
30	O=C1c2ccccc2NC2(CCCCC2)N1c1ccc(O)cc1	-11	97	110	0.8	0.0	2	8	-1	-8	24
34	CC1CCCC(C)N1C(=O)COc1ccc(-c2nnco2)cc1 (configuration not stated)	-16	102	99	0.9	-0.4	-9	3	4	1	8
38	CCOC(=O)NC(=O)CN1C(=O)NC(C)(c2ccccc2)C1=O (configuration not stated)	7	117	106	1	-0.2	-1	-15	1	-6	-2
39	COc1ccc(Cl)cc1NC(=O)C1CC(=O)N(c2ccc(F)cc2)C1 (configuration not stated)	-8	88	101	0.9	-0.4	16	18	-13	-1	14
35	COc1ccc(CCNC(=O)c2sc3ccccc3c2Cl)cc1OC	-2	103	100	0.8	-0.2	2	-8	-19	0	17
27	CSc1cccc(NC(=S)N(Cc2ccc(C)cc2)Cc2cccnc2)c1	-7	94	110	0.8	-0.2	7	18	1	-11	24
31	O=C(/C=C/c1ccco1)N/C(=C\c1ccco1)C(=O)NCCc1nc2ccccc2[nH]1	10	116	105	1	-0.2	2	-18	2	-6	0
32	Cc1ccc(Cl)cc1N1CCN(C(=O)c2cc3c(=O)[nH]c4ccccc4c3n2C)CC1	14	105	99	0.9	-0.5	6	-2	2	2	6
29	O=C1c2ccccc2C(Nc2ccc(S(=O)(=O)N3CCCCC3)cc2)N1Cc1ccco1 (configuration not stated)	-9	106	104	0.8	-0.1	10	-2	0	-4	22

New compounds follow:
entry	SMILES	APP 5UTR inh	STAT3 activator	STAT1 act	Diaphorase act	Hsp70 activator	TLR4-MyD88 BLA	STAT3 blocker	G6PDH counter	STAT1 inh	Diaphorase inh
41	O=C(NCCOCc1ccc(Cl)cc1)c1ncn[nH]1	-17	106	100	0.9	-0.4	-2	-8	4	0	11
42	CC1CCC(NC(=O)COc2ccccc2C(N)=O)CC1 (configuration not stated)	1	92	104	1	-0.3	7	15	15	-4	3
43	CCOc1ccc(C(=O)NC(=S)Nc2ccc(NC(=O)c3ccco3)c(C)c2)cc1[N+](=O)[O-]	1	104	99	0.9	-0.5	12	-6	-12	1	11
44	NC(=O)c1c(-c2ccc(Cl)cc2Cl)csc1NC(=O)Cc1ccccc1	-13	62	89	0.8	-0.3	3	44*	-9	12	17
45	COc1ccc(-n2ncc3c(NCc4ccco4)ncnc32)cc1	-95	94	162*	0.9	-0.1	-12	12	12	-68	10
46	Cc1c(C(=O)O)cnc2cc(-c3ccc(Cl)cc3)nn12	0	107	108	0.9	-0.2	2	-8	-12	-7	12
47	CS(=O)(=O)Nc1ccccc1C(=O)NCc1ccco1	2	100	100	0.8	0.0	-3	3	4	-2	19
48	COc1cc(CCCN2C(=S)NC[C@@H]2Cc2ccccc2)cc(OC)c1OC	-5	·	92	0.8	-0.2	-4	·	8	10	23
49	COc1ccc(CCNC(=O)C(=O)N2CCCC2)cc1OC	3	96	86	0.8	-0.3	-10	10	13	13	22
50	O=C(N/N=C/c1cccc([N+](=O)[O-])c1)C1COc2ccccc2O1 (configuration not stated)	3	98	97	1	0.0	-6	10	-2	1	4
51	CC(=O)OC[C@H]1O[C@H](CCO/N=C(\C)CCN2CCCc3nc(C)c(C)cc32)C=C[C@@H]1OC(C)=O	10	105	99	0.8	-0.5	-4	-8	1	1	15
52	CC(C)(C)NC(=O)N1CCn2cccc2C1c1ccccc1F (configuration not stated)	9	111	101	0.8	-0.2	-4	-5	6	-1	15
53	Nc1nnc(SCC(=O)NC23CC4CC(CC(C4)C2)C3)s1	-10	101	96	0.9	-0.1	-2	-1	1	5	6

Screening results as filed in PubChem BioAssay.

This is a random part of the collection; overall some 6.1% were active at least once.
